LYPLA2 counter: blocks human lysophospholipase 2, a PME1 counter-screen | O95372 | recombinant LYPLA2, FP-Rh probe fluorescence polarization | inhibition, % at 5.9 µM | actives 0.38% (n = 320,000) | AID 2177;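 active = inhibition above the screen-wide mean plus 3 SD, limit set per campaign, cut at about 26% in these data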;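 note: 0% = LYPLA2 with DMSO and 100% = wells lacking LYPLA2 enzyme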
Target sequence (O95372 whole entry, looked up): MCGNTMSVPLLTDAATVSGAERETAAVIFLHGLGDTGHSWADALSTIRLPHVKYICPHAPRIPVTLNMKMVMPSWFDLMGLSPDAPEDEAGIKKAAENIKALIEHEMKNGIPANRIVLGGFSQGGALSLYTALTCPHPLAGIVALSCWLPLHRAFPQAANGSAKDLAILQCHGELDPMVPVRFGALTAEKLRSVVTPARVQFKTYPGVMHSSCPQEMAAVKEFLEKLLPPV
PREPL inh: inhibitors of human prolyl oligopeptidase-like enzyme PREPL | Q4J6C6 | recombinant PREPL, fluorescence polarization activity-based probe | inhibition, % at 5.96 µM | actives 0.68% (n = 320,000) | AID 2751; in the data active = inhibition above about 43%;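 note: 0% = enzyme with DMSO and 100% = wells lacking enzyme; many of its hits are not listed in these tables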
GSTO1 inh: blocks human GSTO1 in RBBP9 counter-screen | P78417 | recombinant GSTO1, activity-based probe fluorescence polarization | inhibition, % at 5.96 µM | actives 1.1% (n = 300,000);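 active = inhibition above the campaign mean inhibition plus 3 SD, cut at about 35% in these data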;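 note: 0% = GSTO1-1 with DMSO and 100% = wells lacking GSTO1-1 enzyme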
Target sequence (P78417 whole entry, looked up): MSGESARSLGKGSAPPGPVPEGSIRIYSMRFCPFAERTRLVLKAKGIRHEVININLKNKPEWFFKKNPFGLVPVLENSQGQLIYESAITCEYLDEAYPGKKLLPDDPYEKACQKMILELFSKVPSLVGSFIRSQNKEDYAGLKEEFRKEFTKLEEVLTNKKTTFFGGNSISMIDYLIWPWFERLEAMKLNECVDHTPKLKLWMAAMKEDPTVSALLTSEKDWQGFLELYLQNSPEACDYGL
PAFAH2 inh: inhibitors of human PAFAH2; Q99487; recombinant PAFAH2, FP-rhodamine activity probe, fluorescence polarization; inhibition, % at 3.39 µM; actives 0.99% (n = 340,000); AID 492956;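 active = inhibition above the mean over all tested compounds plus 3 SD, cut at about 30% in these data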;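 note: inhibitors block probe labeling of enzyme so polarization drops; 0% = enzyme with DMSO and 100% = wells lacking PAFAH2 protein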
pPAFAH FP inh: pPAFAH (human) enzyme inhibition | actives 1.5% (n = 330,000) | Q13093 | inhibition, % at 3.39 µM | AID 463082 | recombinant pPAFAH, FP-rhodamine probe fluorescence polarization;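 active = inhibition above the mean inhibition across the screen plus 3 SD, cut at about 25% in these data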;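 note: inhibitors block binding of the rhodamine activity-based probe so polarization drops; 0% = enzyme with DMSO and 100% = wells lacking pPAFAH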
PAFAH1B3 FP inh: blocks human PAF acetylhydrolase 1B catalytic subunit 3. recombinant PAFAH1B3, FP-rhodamine probe, fluorescence polarization. inhibition, % at 3.39 µM. actives 0.28% (n = 340,000). AID 492972;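 active = inhibition above the screen-wide average of all tested compounds plus 3 SD, cut at about 25% in these data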;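 note: 0% = enzyme with DMSO only and 100% = wells lacking PAFAH1B3 protein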
Target sequence (Q15102 whole entry, looked up): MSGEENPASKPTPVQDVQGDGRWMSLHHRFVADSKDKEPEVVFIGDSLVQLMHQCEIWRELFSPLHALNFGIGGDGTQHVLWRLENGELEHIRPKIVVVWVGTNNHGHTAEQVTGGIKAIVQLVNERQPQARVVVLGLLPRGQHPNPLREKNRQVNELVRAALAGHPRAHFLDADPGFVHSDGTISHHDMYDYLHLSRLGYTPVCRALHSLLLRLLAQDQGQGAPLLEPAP
PAFAH1B2 FP inh: inhibitors of human PAFAH1B2 | AID 492953 | P68402 | recombinant PAFAH1B2, FP-rhodamine activity probe, fluorescence polarization | actives 1.2% (n = 340,000) | inhibition, % at 3.39 µM;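 active = inhibition above the mean of all tested compounds plus 3 SD, cut at about 24% in these data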;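 note: 0% = enzyme with DMSO and 100% = wells lacking PAFAH1B2; many of its hits are not listed in these tables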
LYPLA1 inh: counter-screen for PME1 inhibitors: inhibitors of human LYPLA1; actives 0.16% (n = 320,000); inhibition, % at 5.9 µM; AID 2174; recombinant LYPLA1, FP-Rh probe fluorescence polarization;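 active = inhibition above the mean of all tested compounds plus 3 SD, set per campaign, cut at about 14% in these data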;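 note: inhibitors block serine hydrolase probe labeling of LYPLA1 so polarization falls; 0% = enzyme with DMSO and 100% = wells lacking LYPLA1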
Target sequence (O75608 whole entry, looked up): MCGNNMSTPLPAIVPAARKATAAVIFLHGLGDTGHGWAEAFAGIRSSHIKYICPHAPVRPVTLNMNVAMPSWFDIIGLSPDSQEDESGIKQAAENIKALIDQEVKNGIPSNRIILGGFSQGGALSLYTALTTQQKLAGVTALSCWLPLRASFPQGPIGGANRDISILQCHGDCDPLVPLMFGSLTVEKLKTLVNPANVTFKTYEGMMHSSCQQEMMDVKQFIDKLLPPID
PAD4 FP inh: inhibitors of human PAD4; Q9UM07; recombinant PAD4, RCA probe fluorescence polarization; inhibition, % at 6.36 µM; actives 0.41% (n = 330,000);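 active = percent inhibition above a cutoff equal to the mean of all tested compounds plus 3 SD, cut at about 15% in these data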;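 note: 0% = PAD4 with RCA probe and DMSO and 100% = probe without PAD4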
The depositor's hits bear a star; x = not tested or not shown.

SMILES | LYPLA2 counter | PREPL inh | GSTO1 inh | PAFAH2 inh | pPAFAH FP inh | PAFAH1B3 FP inh | PAFAH1B2 FP inh | LYPLA1 inh | PAD4 FP inh
COc1ccc(NC2CC(=O)N(c3cc([N+](=O)[O-])ccc3C)C2=O)cc1 (centres undefined) | 2 | 18 | 3 | 2 | 2 | -1 | -1 | 3 | -5
COc1ccc(N=C2NC(=O)/C(=C\C=C\c3ccccc3)S2)cc1 | 10 | 12 | 0 | -5 | 4 | -8 | -6 | 2 | 4
C=C(C)COc1cc2oc(=O)c(CC(=O)N3C[C@H]4C[C@@H](C3)c3cccc(=O)n3C4)c(C)c2cc1Cl | 7 | -15 | 4 | 4 | 7 | 7 | 8 | 3 | -1
CC(c1ccccc1F)n1cc(C(=O)NCCCn2ccnc2)nn1 (centres undefined) | -1 | -3 | -2 | 2 | 9 | -1 | 2 | 0 | 0
COc1ccccc1NC(=O)C1CCCN(c2nc(C)cc(C)n2)C1 (centres undefined) | -3 | -4 | 3 | 3 | 8 | 3 | 7 | -1 | -1
Cc1cccc(C)c1N1CCN(C(=O)Cn2cncn2)CC1 | 3 | 4 | 10 | 5 | 4 | 1 | 4 | 0 | -1
CCCCCC(=O)Nc1cccc(C2=NOC3(C2)C[C@@H](C(N)=O)N(C(=O)c2cc([N+](=O)[O-])cc([N+](=O)[O-])c2)C3)c1 (some centres undefined) | -4 | 0 | 2 | 4 | 2 | -2 | 0 | -5 | -1
CC(NC(=O)c1cccc(S(=O)(=O)N(C)C)c1)c1nc2ccccc2[nH]1 (centres undefined) | 0 | -3 | 7 | 7 | 0 | 7 | 1 | 3 | 5
O=C(/C=C/c1cccc(O)c1)c1cccnc1 | 3 | -6 | -6 | 3 | 2 | 3 | 3 | 3 | -1
COc1cc(Cl)ccc1NC(=S)N(CCN(C)C)C(C)c1ccncc1 (centres undefined) | 0 | -13 | 0 | 0 | 7 | 3 | 1 | -4 | 3
CCCNC(=O)CSc1nnc(-c2ccc(F)cc2)o1 | -1 | 1 | -10 | 4 | 1 | 2 | 2 | 0 | 0
CCOC(=O)C1CCN(S(=O)(=O)c2ccc3c(c2)NC(=O)C(C)S3)CC1 (centres undefined) | 3 | 0 | -1 | -1 | 8 | 5 | -2 | 3 | -4
O=C(NC1CCCCC1)C(c1cccs1)N(C(=O)c1ccco1)c1ccc2c(c1)OCCO2 (centres undefined) | -3 | 9 | 3 | -4 | 6 | -2 | -1 | -1 | 1
CCOc1ccc(/C=C2/SC(=S)N(n3c(C)ccc3C)C2=O)cc1 | 3 | -4 | 1 | -6 | 6 | 3 | 2 | 0 | -7
O=C(CCNC(=O)c1ccco1)Nc1ccccc1 | 3 | 18 | -1 | 2 | 6 | 5 | 1 | 3 | -3
CCNC(=O)c1c(N)sc2c1CCCCC2 | -5 | 2 | 3 | x | 4 | x | x | 1 | -2
S=c1nc(Cc2ccccc2)[nH]c2ccccc12 | 0 | -1 | 5 | 1 | -3 | 12 | 1 | -3 | 3
O=c1[nH]c2ccc(S(=O)(=O)N3CCCCC3)cc2s1 | 4 | -5 | 12 | -4 | -2 | -2 | 12 | 4 | 3
O=C1NC(=S)CN1c1ccccc1 | -2 | 3 | -10 | -2 | -1 | 4 | 13 | 1 | 5
S=c1[nH]nc(COc2ccccc2)n1/N=C/c1cccc(Cl)c1Cl | 5 | 4 | 5 | 16 | 14 | 10 | 19 | -2 | -3
CCCCNC(=O)c1ccc2c(c1)ncn2C1CCCCC1 | 0 | -6 | 9 | 4 | 0 | 2 | 3 | -4 | 1
O=C(CCCCCn1c(=S)[nH]c2ccc(N3CCOCC3)cc2c1=O)NCc1ccccc1 | 5 | 13 | 3 | 11 | 8 | 9 | 3 | 1 | 3
C/C(=N\NC(=O)c1cccc(Br)c1)c1ccccn1 | -2 | 4 | 1 | 2 | -4 | 9 | 5 | 0 | 0
CCOC(=O)c1ccc(-n2ccnc2)c(NC(=O)c2ccc(C(C)(C)C)cc2)c1 | 1 | 7 | 3 | 6 | 4 | 2 | 0 | -1 | -2
Cc1c(C(=O)NC2CCS(=O)(=O)C2)oc2ccccc12 (centres undefined) | 8 | 7 | 12 | 3 | -4 | 2 | 6 | 4 | 1
O=C(OCC1OC(Oc2ccc(O)cc2)C(O)C(O)C1O)c1ccccc1 (centres undefined) | 6 | 10 | -6 | 3 | 4 | 6 | -2 | 3 | 3
COc1ccc(CNC(=O)CCCn2ccc3cc(S(=O)(=O)N4CCCC4)ccc32)cc1 | 7 | -3 | -1 | -2 | 3 | 5 | -1 | -3 | 6
O=C(CNC(=S)N(CCCN1CCOCC1)Cc1cccs1)NC1CCCC1 | 0 | -2 | 12 | 9 | 5 | 3 | 2 | -1 | 0
Cc1cccc(C(=O)N[C@H](C(=O)OCC(=O)NC2CCS(=O)(=O)C2)C(C)C)c1 (some centres undefined) | -2 | -3 | 4 | 2 | 0 | -2 | -2 | -3 | 0
O=C(COc1ccc2ccc(=O)oc2c1)NCCCn1ccnc1 | 0 | -8 | 6 | 4 | 2 | 6 | 9 | -2 | -3
O=[N+]([O-])c1ccc(S(=O)(=O)CC2CSc3nc4ccccc4n32)cc1 (centres undefined) | 3 | -6 | 1 | -10 | -4 | -3 | 0 | -2 | -4
C=CCn1cc(F)c(=O)n(CC=C)c1=O | 2 | -2 | 1 | -3 | 3 | 0 | 0 | 3 | -5
O=C(NCCC1=CCCCC1)C1CCC(CNc2c(N3CCCC3)c(=O)c2=O)CC1 (centres undefined) | 8 | 12 | 0 | 1 | 3 | 2 | 7 | 1 | 4
CC(=O)Nc1ccc(S(=O)(=O)Oc2ccc(C(=S)N3CCCCC3)cc2)cc1 | 6 | 12 | -6 | -3 | 4 | 6 | -2 | 0 | 4
COc1ccc(CC(=O)OCC(=O)c2ccc[nH]2)cc1 | 3 | 1 | x | 3 | 1 | 8 | -4 | -2 | 5
Cn1c(=O)n(C)c2cc(NC(=O)c3ccc(F)cc3)c(Br)cc21 | -1 | 21 | -1 | 6 | 1 | 8 | 2 | -3 | 0
CCc1oc2ccccc2c1C(=O)c1cc(Br)c(O)c(Br)c1 | 0 | -5 | -61 | 4 | 20 | 3 | 16 | -1 | 0
COC(=O)C(C)Oc1ccc(Cl)c(CN2OCC(C)(C)C2=O)c1 (centres undefined) | -2 | 2 | 4 | 4 | -1 | 3 | 7 | -2 | -1
CCN(N=Nc1cccc([N+](=O)[O-])c1)c1cccc([N+](=O)[O-])c1 | 1 | 15 | -6 | 1 | 5 | 14 | 3 | 0 | -4
COC(=O)c1ccccc1NC(=O)c1cc(C2CC2)on1 | 11 | 1 | -4 | -5 | -1 | 5 | 0 | 4 | -6

One compound at a time (already shown). Screens in order: LYPLA2 counter, PREPL inh, GSTO1 inh, PAFAH2 inh, pPAFAH FP inh, PAFAH1B3 FP inh, PAFAH1B2 FP inh, LYPLA1 inh, PAD4 FP inh
`COC(=O)c1ccccc1NC(=O)c1cc(C2CC2)on1` is listed as 11, 1, -4, -5, -1, 5, 0, 4, -6
`C=CCn1cc(F)c(=O)n(CC=C)c1=O` is listed as 2, -2, 1, -3, 3, 0, 0, 3, -5

(listing goes on)
SMILES | LYPLA2 counter | PREPL inh | GSTO1 inh | PAFAH2 inh | pPAFAH FP inh | PAFAH1B3 FP inh | PAFAH1B2 FP inh | LYPLA1 inh | PAD4 FP inh
CCCCCCCCSc1nnc(-c2ccc(OC)cc2)o1 | 3 | 3 | 6 | -2 | 3 | 5 | -1 | 2 | 1
CC(C(=O)Nc1ccccc1Oc1ccccc1)c1ccccc1 (centres undefined) | 6 | -3 | -2 | -1 | 3 | 14 | 7 | -6 | -1
O=C(NCc1ccccc1)c1ccccc1C(=O)c1ncc[nH]1 | -8 | -10 | 1 | 0 | 5 | 0 | 4 | -2 | -3
O=C(c1cc(F)ccc1F)C1CCCN(C(=O)c2ccc(F)cc2Cl)C1 (centres undefined) | -6 | 8 | 2 | 8 | 3 | 6 | 0 | 1 | -4
Cc1ccc(S(=O)(=O)c2cc3cc(Br)ccc3oc2=O)cc1 | -2 | -8 | 4 | 17 | 4 | 1 | 2 | -2 | 3
CCCS(=O)(=O)N1CCC(C(=O)N2CCCC2)CC1 | -2 | 15 | 6 | 1 | 5 | 11 | 2 | 3 | -3
CN(Cc1ccccc1)C(=O)c1ccccc1NC(=O)c1ccccc1 | -5 | -3 | -1 | -4 | 1 | 0 | 5 | -1 | -5
COc1ccc(/C=N/NC(=O)c2ccncc2)cc1CN1CCN(c2ccc(F)cc2)CC1 | 0 | -57 | 5 | -2 | 3 | -1 | -3 | -1 | -3
COC(=O)N1CCc2c(sc(NC(=O)C3=COCCO3)c2C#N)C1 | -6 | 12 | -12 | 3 | -11 | 2 | 3 | -6 | -1
CCOC(=O)C(C)(C)Oc1cccc2c1S(=O)(=O)c1ccccc1-2 | 1 | -2 | -4 | 8 | 3 | 4 | -1 | 1 | -4
Cc1c(C(=O)N2CCN(CC(=O)Nc3ccccc3Cl)CC2)oc2ccc(Br)cc12 | 7 | 16 | x | 4 | 0 | 2 | 3 | 3 | 1
Cc1cccc(-n2c(SCc3ccc([N+](=O)[O-])cc3)nnc2-c2c[nH]c3ccccc23)c1 | 4 | 16 | -2 | -4 | 2 | 6 | 3 | -2 | -5
Cn1c(CN2CCCCC2)nc2cc(NC(=O)c3cccs3)ccc21 | -4 | 5 | 3 | 4 | 2 | 3 | 5 | 0 | 1
C#CCOC(=O)CCCNc1ccc([N+](=O)[O-])cc1[N+](=O)[O-] | -2 | 19 | 8 | -11 | 13 | 2 | 3 | 0 | -4
O=C(COc1ccc(S(=O)(=O)N2CCCC2)cc1Cl)NCc1ccc2c(c1)OCO2 | 14 | 25 | -2 | 2 | 4 | 3 | 3 | 2 | -7
CN(C(=O)Nc1ccccc1)C1CCCCC1 | -1 | 11 | -9 | 2 | -1 | 5 | 4 | 1 | -5
O=c1c2cc(Br)ccc2nc2n1CCCCC2 | 11 | 3 | 19 | 15 | -1 | 5 | 6 | -2 | 0
C=CCn1c(C)c(C(C)=O)c(N2CCN(c3ccccc3)CC2)nc1=S | -4 | 31 | 8 | 2 | 0 | 0 | -3 | 4 | 0
CC(=O)Nc1cc(NC(C)=O)c(CC(C)C)s1 | 1 | 8 | -4 | -2 | 5 | 2 | -1 | -1 | 5
COc1ccc(C(=O)COC(=O)c2ccc(Cl)nc2)c(OC)c1 | 0 | 3 | 17 | 1 | 5 | 8 | 6 | -2 | -1

2 of the compounds above, with values under each structure:
Value order – LYPLA2 counter	PREPL inh	GSTO1 inh	PAFAH2 inh	pPAFAH FP inh	PAFAH1B3 FP inh	PAFAH1B2 FP inh	LYPLA1 inh	PAD4 FP inh
C#CCOC(=O)CCCNc1ccc([N+](=O)[O-])cc1[N+](=O)[O-]
    -2	19	8	-11	13	2	3	0	-4
Cn1c(CN2CCCCC2)nc2cc(NC(=O)c3cccs3)ccc21
    -4	5	3	4	2	3	5	0	1

Other results
SMILES | LYPLA2 counter | PREPL inh | GSTO1 inh | PAFAH2 inh | pPAFAH FP inh | PAFAH1B3 FP inh | PAFAH1B2 FP inh | LYPLA1 inh | PAD4 FP inh
CC(=O)c1c(Cl)nc2cccc3c2c1-c1ccccc1C3=O | 5 | 4 | 1 | 10 | 5 | 6 | 12 | 4 | 3
Cc1cccc(C(=O)OCc2cncs2)c1 | -3 | -4 | 7 | 0 | -1 | 5 | 6 | 2 | -1
S=c1[nH]cc(-c2ccccc2)n1-c1ccccc1Cl | 4 | 4 | 5 | 5 | 1 | 0 | 13 | 4 | -4
CC(C(=O)c1ccccc1)[n+]1cccc(Br)c1 (centres undefined) | 4 | 8 | 4 | 3 | 13 | 0 | 2 | 0 | -5

Compound activity from PubChem.

Some of the compounds tested, so the mix of outcomes need not match the whole.
